D2 PAM: positively modulates the human D2 dopamine receptor allosterically; P14416; potentiation, % at 10 µM; HEK293 T-REx D2, calcium flux, EC20 dopamine potentiation; hit rate 0.34% among 340,000;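 active = potentiation over 3 SD above the plate norm, cut at about 30% in these data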; also: 0% is about no effect
Target sequence (P14416 whole entry, looked up): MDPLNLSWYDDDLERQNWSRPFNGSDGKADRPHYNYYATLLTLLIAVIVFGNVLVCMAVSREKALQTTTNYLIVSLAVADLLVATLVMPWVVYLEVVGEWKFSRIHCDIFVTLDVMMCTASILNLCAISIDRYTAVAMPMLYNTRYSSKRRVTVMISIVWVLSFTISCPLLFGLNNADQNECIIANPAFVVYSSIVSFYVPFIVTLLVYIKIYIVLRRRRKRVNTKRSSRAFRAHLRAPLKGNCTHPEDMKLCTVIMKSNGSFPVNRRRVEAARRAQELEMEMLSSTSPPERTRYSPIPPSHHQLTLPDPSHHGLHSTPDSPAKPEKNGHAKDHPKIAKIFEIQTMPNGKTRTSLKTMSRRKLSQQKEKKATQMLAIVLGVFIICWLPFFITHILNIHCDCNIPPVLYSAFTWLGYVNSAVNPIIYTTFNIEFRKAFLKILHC
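Using a no-wash calcium dye in inducible, force-coupled HEK293 Trex cells expressing D2, we tracked fluorescence each second for 180 s after compound, then for 180 s after EC20 dopamine to detect augmented signalling.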
D2 antagonist: antagonists of human D2 dopamine receptor | hit rate 2% among 340,000 | HEK293 TREx D2 cells, calcium flux, dopamine EC80 | inhibition, % at 10 µM; in the data active = inhibition above about 30%; also: 0% is about no effect
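Dopamine at EC80 is the agonist stimulus; test compounds precede it by 180 s. Calcium flux read kinetically in a force-coupled, inducible HEK293 T-REx D2 cell line.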
D1 antagonist: antagonists of human D1 dopamine receptor | AID 504652 | HEK293 TREx D1 cells, calcium flux, dopamine EC80; hits give low values | hit rate 3.2% among 360,000 | activity change, negative = inhibition, % at 10 µM | P21728; in the data active = activity change below about -30%; also: % is scaled to controls: 0 for no effect and ±100 for the full control effect
Target sequence (P21728 whole entry, looked up): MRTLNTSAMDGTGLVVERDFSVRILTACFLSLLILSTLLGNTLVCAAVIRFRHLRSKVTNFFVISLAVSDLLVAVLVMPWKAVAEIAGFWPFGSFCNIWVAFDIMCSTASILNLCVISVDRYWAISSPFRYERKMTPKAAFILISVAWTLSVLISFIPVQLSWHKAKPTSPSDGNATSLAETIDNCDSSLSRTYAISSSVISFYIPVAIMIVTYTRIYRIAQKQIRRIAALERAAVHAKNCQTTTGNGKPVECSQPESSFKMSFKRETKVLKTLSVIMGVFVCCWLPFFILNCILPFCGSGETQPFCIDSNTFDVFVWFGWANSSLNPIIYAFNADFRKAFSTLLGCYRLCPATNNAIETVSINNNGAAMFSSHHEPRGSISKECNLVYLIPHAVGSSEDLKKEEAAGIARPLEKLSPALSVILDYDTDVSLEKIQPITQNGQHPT
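Inducible Hek293 Trex D1 cells (tetracycline, overnight, 30 C). Calcium dye 30–90 min RT. Antagonist mode: EC80 dopamine added after 180 s compound read.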
RXFP1 agonist: RXFP1 (human) receptor agonism; hit rate 0.3% among 370,000; Potency, µM (doses to about 57.5 µM), without a hit: at the highest dose activation, actives largely listed as activators; Q9HBX9; HEK293T-RXFP1 cAMP TR-FRET, 30 min; response scale: percent of porcine relaxin response, buffer zero; active = well fitted activation curve with a large enough effect; inconclusive = small, poorly fitted or top-dose-only effect; also: potency is read from the fitted curve at half-maximal effect; % is scaled to controls: 0 for no effect and ±100 for the full control effect; nearly all actives have a fitted effect of over 60% in size; many of its hits are not listed in these tables
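HEK293 cells stably expressing RXFP1, treated 30 min at 37C with compounds plus PDE4 inhibitor Ro 20174; cAMP measured by HTRF TR-FRET. Normalized to buffer and 29 nM porcine relaxin; EC50 by Hill fit.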
RXFP1 antagonist: RXFP1 (human) relaxin receptor antagonism; HEK293-RXFP1, relaxin-stimulated cAMP HTRF, 30 min; hits give low values; Q9HBX9; activity change, negative = inhibition, % at 57.5 µM; hit rate 0.59% among 350,000;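 active = activity change of -60% or lower, but not beyond a set lower limit; inconclusive = change between -60% and -40%, or beyond the set limit; inactive = change above -40%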; also: % is scaled to controls: 0 for no effect and ±100 for the full control effect
D2 ag: agonists of human D2 dopamine receptor; activation, % at 2 µM; HEK293 T-REx D2 cells, calcium flux agonist mode; hit rate 0.53% among 340,000; P14416; AID 485358;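 active = activation over 3 SD above normal in the single-dose calcium agonist read, cut at about 30% in these data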; also: 0% is about no effect
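Agonism scored from kinetic calcium signal (1 read/sec, 180 s) following compound pin transfer, after a 10 s baseline. Cells: HEK293 Trex line expressing inducible D2 receptor coupled to calcium, dye-loaded after overnight culture at 30 C.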
D1 agonist: activates the human D1 dopamine receptor; P21728; HEK293 T-REx D1 cells, calcium flux, agonist mode; activation, % at 2 µM; hit rate 1% among 360,000; AID 504660; in the data active = activation above about 30%; also: 0% is about no effect
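Tetracycline-induced HEK293 TREx D1 cells, force-coupled to calcium signalling, were dye-loaded with a no-wash calcium kit. Compound was pin-added after a 10 s baseline. Fluorescence was read kinetically at 1 cycle/s for 180 s, with calcium rises flagged as agonism.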
D1 potentiator: potentiators of human D1 dopamine receptor | P21728 | AID 504651 | potentiation, % at 10 µM | HEK293 TREx D1 cells, calcium flux, dopamine EC20 potentiation | hit rate 0.036% among 360,000; in the data active = potentiation above about 30%; also: 0% is about no effect
TRHR PAM: allosterically enhances the human TRH receptor | enhancement, % at 2 µM | TRHR cells, fluo-8 calcium fluorescence, EC20 TRH enhancement | hit rate 0.66% among 360,000; in the data active = enhancement above about 30%; also: 0% is about no effect
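TRHR-expressing cells loaded with fluo-8 calcium dye were read kinetically (ex 480/em 530) during compound addition, then stimulated with an EC20 of TRH (10 nM final). Enhancement of the Gq-mediated intracellular calcium response was scored.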
An asterisk follows results filed as active; ? = inconclusive; / = not tested or not shown; & = joins results of further samples. Not all compounds are listed; count on the stated rates, not on these rows.

Labels used below: A = D2 PAM; B = D2 antagonist; C = D1 antagonist; D = RXFP1 agonist; E = RXFP1 antagonist; F = D2 ag; G = D1 agonist; H = D1 potentiator; I = TRHR PAM
Cc1ccc(CCNC(=O)c2ccc3c(=O)n(-c4ccccc4)c(=O)[nH]c3c2)cc1
  A: 9 | B: / | C: -10 | D: ? | E: -6 | F: 0.4 | G: 9 | H: 0 | I: -4
CNC(=O)CSc1nnc(-c2cccnc2)n1CCc1ccccc1
  A: 8 | B: 1 | C: 0 | D: 3.4% | E: 2 | F: -0.7 | G: 2 | H: 4 | I: -3
CC(CN1C(C)CCCC1C)OC(=O)c1ccc(Cl)cc1 (configuration not stated)
  A: 1 | B: -12 | C: -19 | D: -0.7% | E: -1 | F: -0.6 | G: 5 | H: -6 | I: 3
COCCNC(=O)C1CCN(Cc2cccc(OCc3ccccc3)c2)CC1
  A: -2 | B: 4 | C: -2 | D: -0.5% | E: 0 | F: 0.1 | G: 2 | H: -18 | I: -17
COc1ccc(CNc2oc(-c3ccc(COc4ccccc4C)o3)nc2C#N)cc1
  A: -8 | B: / | C: -3 | D: 4.8% | E: -5 | F: 2.2 | G: 0 | H: 1 | I: 7
O=C(CSc1nnc2ccccn12)NNC(=O)c1ccc([N+](=O)[O-])cc1
  A: 0 | B: 8 | C: 4 | D: 7.4% | E: 25 | F: 0.9 | G: 1 | H: 4 | I: 19
CCCCN(C(=O)c1ccc(S(=O)(=O)N2CCCC2)cc1)C1CCS(=O)(=O)C1 (configuration not stated)
  A: 13 | B: 0 | C: 18 | D: 2.4% | E: 3 | F: 0.2 | G: 1 | H: 0 | I: 4
CCNC(=S)N(Cc1ccc2c(c1)OCO2)C1CC(=O)N(c2ccc(F)cc2)C1=O (configuration not stated)
  A: 10 | B: -7 | C: -60* | D: -1.3% | E: -14 | F: 0.6 | G: 5 | H: -5 | I: 2
CCOc1ccc(N(CC(=O)Nc2ccccc2C(=O)NC(C)CC)S(C)(=O)=O)cc1 (configuration not stated)
  A: -4 | B: 10 | C: -10 | D: -0.9% | E: -6 | F: 2.8 | G: 1 | H: -2 | I: -1
O=C(CSc1n[nH]c(=O)[nH]c1=O)NC1CC1
  A: 11 | B: 23 | C: -11 | D: -0.6% | E: 6 | F: 0.0 | G: 0 | H: 0 | I: 3
CC1(C)CNC(=O)CC(C)(C)N1
  A: / | B: / | C: -10 | D: 3.3% | E: -4 | F: / | G: 3 | H: -5 | I: -5
CCOc1ccc(NC(=O)Nc2nnc(N3CCCCC3C)s2)cc1 (configuration not stated)
  A: 3 | B: / | C: 3 | D: -0.3% | E: -39 | F: 7.9 | G: 0 | H: -1 | I: 10
COc1ccc(OC)c(NC(=O)CSC2=Nc3ccccc3C3=NC(CCC(=O)NCc4ccccc4)C(=O)N23)c1 (configuration not stated)
  A: -1 | B: / | C: 5 | D: -1.2% | E: -12 | F: -0.9 | G: 2 | H: 0 | I: -3
COCc1nnc(NC(=O)CCN2C(=O)c3ccccc3C2=O)s1
  A: -21 | B: -9 | C: -18 | D: -1.4% | E: 14 | F: -0.8 | G: 2 | H: -3 | I: -4
Cc1cccc(OCC2Cn3c(nc4c3c(=O)[nH]c(=O)n4C)O2)c1 (configuration not stated)
  A: 3 | B: -1 | C: 12 | D: 2.2% | E: -1 | F: 0.2 | G: 6 | H: -2 | I: 2
CCN1C(=O)c2ccc(-c3nc4ccccc4c(=O)o3)cc2C1=O
  A: 5 | B: -10 | C: -5 | D: 0.5% | E: / | F: 0.3 | G: -1 | H: -4 | I: 7
COc1ccc(Cl)cc1N(C)C(=O)CCNC(=O)Cn1cnc2ccccc2c1=O
  A: -4 | B: -11 | C: -5 | D: -0.6% | E: -2 | F: -0.6 | G: 1 | H: 2 | I: -1
Nc1ccc(C(=O)NCC2(c3ccccc3)CCCC2)cc1
  A: -3 | B: -13 | C: -27 | D: -1.2% | E: 9 | F: 20 | G: 1 | H: 0 | I: 23
Cn1c(C(=O)N[C@@H](Cc2ccccc2)C(=O)NCCC(=O)O)cc2cc(Cl)ccc21
  A: 7 | B: -9 | C: -22 | D: 1.7% | E: -4 | F: -0.7 | G: 3 | H: -9 | I: 4
CC(=O)c1ccccn1
  A: -4 | B: -11 | C: -6 | D: -2.2% | E: 9 | F: 0.4 | G: -1 | H: 2 | I: 0
CC(Oc1ccccc1C(N)=O)C(=O)Nc1ccc(S(=O)(=O)N2CCCC2)cc1 (configuration not stated)
  A: 5 | B: -11 | C: -11 | D: -0.2% | E: -1 | F: 1.0 | G: 4 | H: -10 | I: 7
COCCNC(=O)CSc1nc2ccccc2c(=O)n1CC1CCCO1 (configuration not stated)
  A: 8 | B: -37 | C: -76* | D: -1.3% | E: 2 | F: 0.0 | G: 3 | H: -3 | I: 6
OCc1cn(-c2ccccc2)nc1-c1ccco1
  A: -1 | B: 1 | C: -17 | D: 0.1% | E: 2 | F: 0.2 | G: 1 | H: -11 | I: -4
NNC(=O)c1cccc(COc2ccc3c(c2)CCC3)c1
  A: -4 | B: -2 | C: -2 | D: 0.5% | E: -7 | F: -1.3 | G: 2 | H: -14 | I: -3
CC(C)OCCCNC(=O)CCCN1C(=O)CCn2nc(-c3cccn3C)cc21
  A: / | B: / | C: 3 | D: 0.5% | E: 1 | F: 1.8 | G: 0 | H: -2 | I: 2
Cc1cccc(NC(=O)/C(C#N)=C/c2cccc([N+](=O)[O-])c2)n1
  A: -6 | B: -30 | C: 14 | D: 0.5% | E: -4 | F: -0.4 | G: 3 | H: -3 | I: 2
Cc1ccc([N+](=O)[O-])cc1NC(=S)NC(=O)C(C)(C)C
  A: 6 | B: 3 | C: 4 | D: 0.2% | E: -23 | F: -0.5 | G: 0 | H: 3 | I: -10
CCOc1ccc(NC(=O)NNC(=O)C2CCC(C(C)(C)C)CC2)cc1 (configuration not stated)
  A: -2 | B: -5 | C: -1 | D: -1.7% | E: 0 | F: 0.5 | G: 2 | H: 0 | I: 7
CC(C)c1ccc(CNC(=O)C(=O)NCCCn2ccnc2)cc1
  A: 2 | B: 6 | C: -5 | D: 1.2% | E: 1 | F: 0.1 | G: 4 | H: 0 | I: 32*
Cn1c(=O)cc(OCCCC(=O)NC2CCCC2)c2ccccc21
  A: -2 | B: -22 | C: -2 | D: -0.3% | E: 7 | F: 0.0 | G: 1 | H: -1 | I: 12
Cc1cc(C)c2sc(NC(=O)c3ccc([N+](=O)[O-])o3)nc2c1
  A: -3 | B: 5 | C: 9 | D: 1.7% | E: 6 | F: 0.3 | G: 0 | H: -5 | I: 1
Cc1cc(C(=O)COC(=O)c2ccc(Cl)c(S(N)(=O)=O)c2)c(C)n1C1CC1
  A: 25 | B: 4 | C: 13 | D: 0.1% | E: -8 | F: -0.4 | G: 4 | H: -8 | I: 5
Cc1cc2[nH]c(=O)c(=O)[nH]c2cc1S(=O)(=O)N1CCN(c2cccc(Cl)c2)CC1
  A: -9&-10 | B: 2 | C: -9&-4 | D: 3.1%&4.2% | E: -7&-16 | F: 0.5&-1.2 | G: 3&3 | H: 0&6 | I: -2&0
O=c1[nH]c(N2CCc3ccccc32)nc2c1CCCC2
  A: 0 | B: 23 | C: 24 | D: 0.3% | E: -9 | F: -1.2 | G: -3 | H: -6 | I: 3
CCc1c(-c2ccccc2)[n+](=O)c2c(n1[O-])CCC2
  A: -1 | B: -3 | C: 12 | D: 0.0% | E: 0 | F: 1.3 | G: 3 | H: -4 | I: -9
CN(C)c1ccc(S(=O)(=O)N(C)C)cc1NC(=O)Cc1cccc2ccccc12
  A: 0 | B: -5 | C: 0 | D: 1.4% | E: 10 | F: -0.8 | G: 3 | H: -8 | I: 2
CC(Oc1ccc2c(-c3ccccc3)cc(=O)oc2c1)C(=O)NCCN1CCOCC1 (configuration not stated)
  A: -2 | B: 1 | C: -2 | D: 0.7% | E: -5 | F: 0.1 | G: 4 | H: -5 | I: 0
COc1cccc(CCNC(=O)c2cnc3sc(N4CCOCC4)nn3c2=O)c1
  A: 0 | B: / | C: 3 | D: 4.3% | E: -7 | F: -0.5 | G: 2 | H: -6 | I: 0
COc1ccc(-n2c(SCC(=O)NCC3CCCO3)nc3c([nH]c4ccccc43)c2=O)cc1 (configuration not stated)
  A: / | B: / | C: -31* | D: 3.4% | E: 5 | F: / | G: 0 | H: -2 | I: 2
COc1ccccc1NC(=O)N1CCC(NC(=O)C(Cc2ccccc2F)NC(C)=O)CC1 (configuration not stated)
  A: -3 | B: 6 | C: -13 | D: 1.2% | E: -2 | F: -0.1 | G: 3 | H: -2 | I: -5
COc1ccc(/C=C/c2nc(-c3ccccc3O)n[nH]2)cc1
  A: 8 | B: -4 | C: 0 | D: 0.2% | E: 24 | F: -1.7 | G: 3 | H: -4 | I: 12
CCCCC1(C)OC(=O)C(=Cc2ccc(N(CC)CC)cc2)C(=O)O1 (configuration not stated)
  A: 11 | B: 26 | C: -5 | D: 3.5% | E: 7 | F: -0.4 | G: 1 | H: -6 | I: 5
O=C(CN1CCN(S(=O)(=O)/C=C/c2ccccc2)CC1)NC(=O)NCc1ccco1
  A: / | B: / | C: -1 | D: 0.2% | E: 20 | F: / | G: 2 | H: -8 | I: -7
Cc1cc(-c2ccc(C)c(S(=O)(=O)N3c4ccccc4CC3C)c2)on1 (configuration not stated)
  A: 7 | B: / | C: -21 | D: -2.0% | E: ? | F: 0.5 | G: 6 | H: -5 | I: 0

In the list so far, these contain a nitro group on carbon:
Labels used below: A = D2 PAM; B = D2 antagonist; C = D1 antagonist; D = RXFP1 agonist; E = RXFP1 antagonist; F = D2 ag; G = D1 agonist; H = D1 potentiator; I = TRHR PAM
O=C(CSc1nnc2ccccn12)NNC(=O)c1ccc([N+](=O)[O-])cc1
  A: 0 | B: 8 | C: 4 | D: 7.4% | E: 25 | F: 0.9 | G: 1 | H: 4 | I: 19
Cc1cccc(NC(=O)/C(C#N)=C/c2cccc([N+](=O)[O-])c2)n1
  A: -6 | B: -30 | C: 14 | D: 0.5% | E: -4 | F: -0.4 | G: 3 | H: -3 | I: 2
Cc1ccc([N+](=O)[O-])cc1NC(=S)NC(=O)C(C)(C)C
  A: 6 | B: 3 | C: 4 | D: 0.2% | E: -23 | F: -0.5 | G: 0 | H: 3 | I: -10
Cc1cc(C)c2sc(NC(=O)c3ccc([N+](=O)[O-])o3)nc2c1
  A: -3 | B: 5 | C: 9 | D: 1.7% | E: 6 | F: 0.3 | G: 0 | H: -5 | I: 1
